TRPM1 prom inh = inhibitors of MITF-driven TRPM1 promoter in melanoma cells | inhibition, % at 12.5 µM | 330,000 tested, 0.83% active | SK-MEL-5 TRPM1 promoter luciferase, 24 h;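 active = mean inhibition across replicates of 60% or more, whatever share of single replicates reaches that level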; note: values of inactives mirror those of a sister screen read the other way
HIF-2a inh = blocks HIF-2a reporter activity; 360,000 tested, 0.72% active; inhibition, % at 18.8 µM; 786-0 RCC cells HIF-2a reporter, luciferase luminescence, overnight;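 active = inhibition of the luminescence signal of 40% or more relative to plate controls, in a single-dose primary screen at 18.75 µM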
KKLEB cytotox = counter-screen for CF NF-kB inhibitors: cytotoxicity | KKLEB CF airway cells viability, ATPlite luminescence, overnight; hits give low values; cells stimulated with P. aeruginosa culture filtrate | activity change (cytotoxicity), % at 5 µM | 360,000 tested, 0.36% active | AID 602141;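 active = corrected activity change at or below -50% at 5 µM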
CF NFkB block = inhibitors of cystic fibrosis induced NF-kB; KKLEB NF-kB-GFP reporter, PAF-induced, GFP fluorescence overnight; inhibition, % at 5 µM; 360,000 tested, 0.86% active;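 active = at least 50% inhibition at 5 µM, scaled per plate between neutral and stimulator controls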;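 note: PAF is a Pseudomonas aeruginosa culture filtrate used as stimulus; plate controls were PAF-stimulated DMSO wells for no effect and unstimulated DMSO wells for full effect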
Peg3 prom inh = Peg3 promoter activity inhibition; 360,000 tested, 1.7% active; inhibition, % at 20 µM; AID 588405; HeLa PEG-Prom luciferase reporter, luminescence, overnight;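 active = inhibition of at least 50% at 20 µM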
Shn3 3UTR inh = reduces Shn3 3'UTR luciferase signal in osteoblasts. inhibition, % at 12.5 µM. 360,000 tested, 0.52% active. AID 588674. Clone20 osteoblast Shn3 3'UTR firefly luciferase, 24 h;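 active = mean inhibition of at least 75% with every replicate also reaching 75%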;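 note: 0% = median of neutral control wells and 100% = pilot-screen positive control compound; some compounds past the cut are filed as inactive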
NR2E3 ag-1 = human photoreceptor-specific nuclear receptor agonism | Q9Y5X4 | CHO-S Gal4-NCOR/VP16-NR2E3 two-hybrid, luciferase | inhibition of corepressor binding, % at 3.98 µM | 360,000 tested, 0.35% active | AID 602229;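 active = inhibition above the mean of all tested compounds plus 3 SD, cut at about 70% in these data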;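 note: 0% = DMSO with NR2E3 transfected cells and 100% = cells lacking NR2E3 construct; higher means lower luciferase signal from less NR2E3 corepressor binding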
Target sequence (Q9Y5X4 whole entry, looked up, the tested form may be a part): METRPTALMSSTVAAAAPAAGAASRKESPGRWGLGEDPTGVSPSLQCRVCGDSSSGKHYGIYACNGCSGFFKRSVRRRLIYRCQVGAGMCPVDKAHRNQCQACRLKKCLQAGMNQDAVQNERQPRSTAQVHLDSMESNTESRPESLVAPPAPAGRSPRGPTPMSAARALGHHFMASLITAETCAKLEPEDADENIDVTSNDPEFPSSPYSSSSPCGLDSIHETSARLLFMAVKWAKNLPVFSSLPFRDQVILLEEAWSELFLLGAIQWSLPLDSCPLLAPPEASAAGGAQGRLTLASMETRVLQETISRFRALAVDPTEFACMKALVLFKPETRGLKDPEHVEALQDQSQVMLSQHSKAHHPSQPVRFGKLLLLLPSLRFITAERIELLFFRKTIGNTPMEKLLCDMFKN
NR2E3 ag-2 = agonists of human nuclear receptor NR2E3; Q9Y5X4; GST-NR2E3/biotin-RetCOR TR-FRET, 1536-well; inhibition of corepressor binding, % at 4.78 µM; 320,000 tested, 0.12% active; AID 2300;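 active = percent inhibition above the cutoff of mean plus 3 SD of all tested compounds, set per screening campaign, cut at about 20% in these data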;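 note: 0% = DMSO wells and 100% = biotin wells as full block of FRET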
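Material: NR2E3–RetCOR corepressor complex | Quantity: 1.35 nM GST-tagged NR2E3 final | Schedule: 5 h at 4 °C | Replication: Singlicate compound wells | Reagent: RetCOR corepressor, biotinylated, 7 nM | Controls: Biotin wells as high control, 0.6% DMSO wells as low control | Signal: TR-FRET, Eu(K)-anti-GST donor, streptavidin-D2 acceptor, ex 340, em 617/671 nm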
aDG glyco up = increases alpha dystroglycan glycosylation. Pro5-aDG cells, alpha-DG glycosylation AlphaScreen (IIH6); 0% Pro5, 100% B10-LARGE cell signal. activation, % at 10 µM. 360,000 tested, 0.22% active. AID 624168;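 active = activation of at least 8% versus controls, or a plate z-score of at least 8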;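 note: Pro5 are CHO cells carrying HIG-tagged alpha-DG that lacks glycosylation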
TWEAK Fn14 block = TWEAK-Fn14 signaling inhibition. TWEAK-stimulated Fn14 reporter cells, luciferase luminescence, 8 h. inhibition, % at 10 µM. 360,000 tested, 2% active. AID 1159606; in the data active = inhibition above about 50%
hiPSC survival = hiPSC single-cell survival enhancement; ATPlite luminescence; 100% = ROCK inhibitor wells, 0% = DMSO; survival enhancement, % at 20 µM; 360,000 tested, 0.044% active; AID 602274; in the data active = survival enhancement above about 18%;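 note: cells exposed to compounds for 16 hours before the ATP read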
Starred values were filed as active, the others as inactive; . = not tested or not shown.

The line under a structure holds: TRPM1 prom inh	HIF-2a inh	KKLEB cytotox	CF NFkB block	Peg3 prom inh	Shn3 3UTR inh	NR2E3 ag-1	NR2E3 ag-2	aDG glyco up	TWEAK Fn14 block	hiPSC survival
1	Cc1ccc(NC(=O)COC(=O)c2cc(Cl)cc(Cl)c2)c(Br)c1
    2	17	-4	-2	29	-8	2	3	0.1	-15	1.7
2	Cc1ccccc1N(C(=O)c1snc(C(N)=O)c1N)C(C(=O)NCC1CCCO1)c1ccc(F)cc1 (centres undefined)
    3	13	7	-7	15	7	-28	4	-0.1	17	0.0
3	CC1CN(c2ccc(NC(=O)c3ccco3)cc2C(=O)O)CC(C)O1 (centres undefined)
    -5	9	-9	6	5	-9	-18	-3	-0.2	12	-0.2
4	O=C(Nc1ccc(F)cc1)NC1CCCc2ccccc21 (centres undefined)
    3	-12	1	18	3	-11	-41	-1	1.4	-4	-0.1
5	CCc1cc(=O)oc2c(C)c(OCC(=O)NCCCn3ccnc3)ccc12
    11	0	-5	11	7	-71	-35	2	-0.1	20	0.1
6	O=C(NCc1ccccc1)c1ncn(Cc2ccccc2)c1C(=O)NCc1ccccc1
    2	19	7	-13	5	18	-9	2	0.1	8	-2.8
7	Cc1ccc2c(c1)CCCN2C(=O)c1ccoc1C
    -4	-3	-6	1	12	6	-6	4	-0.2	16	4.9
8	CC1(C)C2CCC1(CS(=O)(=O)Nc1ccc(S(=O)(=O)N3CCCC3)cc1)C(=O)C2 (centres undefined)
    -3	25	0	3	3	-23	1	-3	-0.2	-7	3.6
9	O=C(Nc1ccc(Cl)cc1)c1ccc(S(=O)(=O)N2CCOCC2)cc1
    4	-1	6	-25	-12	14	6	-1	0.0	46	-0.1
10	Cc1ccc(CNC(=O)C2CCC(CNc3c(N4CCOCC4)c(=O)c3=O)CC2)cc1 (centres undefined)
    .	12	-16	-24	3	8	-24	-2	0.1	4	-1.5
11	COc1ccccc1CNC(=O)CCS(=O)(=O)Cc1ccc(C)cc1
    4	9	-2	6	1	-3	-7	-2	0.1	-13	-0.5
12	CCOc1ccc(CCNC(=O)Cn2cccc2C(=O)c2ccccc2C)cc1OCC
    3	23	8	-2	19	11	-15	-1	0.3	1	-0.7
13	Cc1cc(C)cc(NC(=O)C2CCN(c3nccs3)CC2)c1
    -1	12	-8	9	17	3	13	2	0.1	-9	-0.5
14	Cc1ccc(C)c(N2CCN(CC(=O)Nc3ccc4[nH]c(=O)[nH]c4c3)CC2)c1
    .	-3	5	-12	6	10	-11	-2	-0.1	6	1.5
15	CN(C)S(=O)(=O)c1cc(S(=O)(=O)N(C)C)c(Cl)cc1N
    2	4	1	3	-7	-11	10	0	-0.1	-6	-1.4
16	CC(=O)Nc1sc(C)c(C)c1C(=O)Nc1ccc(C)cc1
    -2	-16	5	-6	20	-13	-9	0	-0.2	8	-1.5
17	COc1ccc(CNC(=O)c2cc3cccc(OC)c3oc2=N)cc1
    0	9	-20	-21	11	-2	-9	-2	0.2	3	-0.4
18	CCC(=O)Nc1cccc(C(=O)OC)c1
    7	13	-4	7	9	22	17	-3	-0.1	-8	-0.8
19	CCOc1ccc(S(=O)(=O)N2CCN(C(=O)c3oc4ccc(OC)cc4c3C)CC2)cc1
    -17	5	-2	-2	17	8	4	.	0.2	-5	-0.1
20	CCCCC(=O)Nc1ccc(NC(=O)c2cccnc2)cn1
    1	11	-7	12	22	-14	-37	-4	0.0	5	-1.5
21	COc1cccc(CNC(=O)c2cccc(S(=O)(=O)N3CCN(Cc4ccccc4)CC3)c2)c1
    1	18	24	-18	2	6	14	.	-0.1	3	-0.6
22	CCN(CCn1cccn1)C(=O)C1CCC(=O)N(CC2CCCCC2)C1 (centres undefined)
    -13	-14	-8	9	-11	-7	-22	0	1.1	-1	-0.3
23	O=C(N/N=C\c1ccc(Br)o1)C1COc2ccccc2O1 (centres undefined)
    5	-4	-7	4	4	-32	15	-3	-0.1	11	-2.6
24	NC(=O)c1sc2nc(N3CCCCC3)c3c(c2c1N)CCCC3
    1	22	5	5	14	-3	-2	7	-0.4	13	-1.9
25	COc1cc(CCC(=O)OCC(=O)Nc2c(C)cccc2C(C)C)cc(OC)c1OC
    15	11	8	-2	0	5	-10	-1	-0.2	-17	7.9
26	O=C(COC(=O)Cc1c(F)cccc1Cl)NC(=O)Nc1ccccc1F
    3	-12	2	23	-1	0	2	.	0.0	-19	0.6
27	O=C(C1CCN(c2nnnn2-c2ccccc2)CC1)N1CCN(c2ccccc2)CC1
    4	16	-3	5	18	-15	-1	4	-0.1	-10	-2.7
28	Cc1ccc(-c2csc3ncnc(NCCC(=O)O)c23)cc1C
    -2	22	2	5	5	0	-8	-3	0.0	0	-0.4
29	Cc1cccc(OC(C)C(=O)Nc2ccc3c(c2)OCCO3)c1 (centres undefined)
    -1	-7	9	-5	6	10	-1	.	0.2	5	-2.0
30	CCOc1cc(/C=C(\C#N)C(N)=O)ccc1OS(=O)(=O)c1ccccc1
    -4	15	6	15	2	12	7	1	0.0	6	-1.4
31	Cc1noc(C)c1CSCC(=O)N(C)CC(=O)Nc1ccccc1Cl
    9	17	-4	-20	17	-2	-2	-2	-0.2	10	1.5
32	CN(CC(=O)NCc1cccnc1)S(=O)(=O)c1ccc2c(c1)c(=O)n(C)c(=O)n2C
    1	17	-8	29	11	-5	-31	0	0.0	11	0.4
33	Nc1nc(SCc2ccc([N+](=O)[O-])cc2)c2ncn(C3OC(CO)C(O)C3O)c2n1 (centres undefined)
    -10	19	7	5	24	3	22	-4	0.3	-22	-0.8
34	Cc1ccc(S(=O)(=O)NC(CC(C)C)C(=O)NCCCn2nc(C)cc2C)cc1 (centres undefined)
    5	9	-4	19	10	5	7	3	0.0	15	-0.3
35	Cc1cccc(NC(=O)CN(C)S(=O)(=O)c2cccc3cccnc23)c1C
    10	11	0	0	-7	17	-5	-1	0.0	-1	-0.1
36	CC1CN(C(=O)NCc2ccccc2)c2cc(Cl)ccc2O1 (centres undefined)
    -2	16	6	-4	3	4	-16	.	0.3	-4	0.4
37	CCc1ccc(N2C(=O)Nc3ccc(Br)cc3C2(O)C(=O)NCCN(C)C)cc1 (centres undefined)
    -8	9	5	0	-12	3	-7	-2	0.1	12	-0.5
38	COC(=O)c1cc2ccsc2n1CC(=O)N1CCCc2ccccc21
    7	22	4	-5	12	7	-2	-1	0.0	0	-0.4
39	COc1ccc(CNC(=O)CSc2nnc(C)c(=O)[nH]2)cc1
    -4	8	-3	1	-3	-6	5	1	0.0	-26	-0.5
40	Cc1ccc(C(=O)NC(=S)Nc2ccc(-c3ccc(CO)o3)cc2)cc1
    -3	-116	1	-11	-33	-30	-64	-2	1.3	-5	-4.1

Part of the list above, limited to NR2E3 ag-1, CF NFkB block and TWEAK Fn14 block.
# | SMILES | NR2E3 ag-1 | CF NFkB block | TWEAK Fn14 block
39 | COc1ccc(CNC(=O)CSc2nnc(C)c(=O)[nH]2)cc1 | 5 | 1 | -26
40 | Cc1ccc(C(=O)NC(=S)Nc2ccc(-c3ccc(CO)o3)cc2)cc1 | -64 | -11 | -5

Following part:
The line under a structure holds: TRPM1 prom inh	HIF-2a inh	KKLEB cytotox	CF NFkB block	Peg3 prom inh	Shn3 3UTR inh	NR2E3 ag-1	NR2E3 ag-2	aDG glyco up	TWEAK Fn14 block	hiPSC survival
41	CC1=C(C)CC(C(=O)Nc2ccc(C(=O)N3CCOCC3)cc2)C(C(=O)O)C1 (centres undefined)
    -3	9	-7	6	14	19	-10	2	0.0	-7	-0.8
42	Cc1ccc(Cl)cc1N1CCN(C(=S)NCCc2ccccc2)CC1
    10	-15	2	0	14	18	-19	7	0.9	11	3.4
43	COc1ccccc1CNC(=O)c1ccc(OC(C)C)cc1
    -16	-75	1	-20	-42	-17	-11	2	-0.1	-10	-2.8
44	O=C(COc1cccnc1[N+](=O)[O-])NCCc1ccc(Cl)cc1Cl
    -1	2	2	0	7	-8	-19	-4	0.2	-11	-0.6
45	O=S(=O)(c1cccc2ccccc12)N1CCCCC1
    -11	8	-10	9	2	-3	-17	.	0.0	7	-0.5
46	CN1CC(COCc2ccccc2)Oc2ccccc2S1(=O)=O (centres undefined)
    4	-14	2	-2	-3	0	-22	.	-0.1	1	4.8
47	c1ccc(-n2nnnc2-n2ccnc2)cc1
    5	4	17	-6	-10	11	15	-1	-0.1	7	7.6
48	CCOc1ccc(NC(=O)C2CCCN(S(=O)(=O)c3c(C)noc3C)C2)cc1 (centres undefined)
    21	8	-4	3	3	19	3	1	0.1	4	0.2
49	CCN(CC)C(=O)C1=C(C)N(CCC2=CCCCC2)C(=O)C(CC(=O)NCCCCc2ccccc2)C1 (centres undefined)
    .	7	11	-13	4	-3	13	.	0.8	-4	1.1
50	O=C1[C@H]2[C@@H](c3ccc(F)cc3)N3C(=O)N(c4ccccc4)C(=O)[C@@]3(Cc3ccc(Cl)cc3)[C@H]2C(=O)N1C1CCCCC1
    3	13	-5	22	19	25	-13	0	0.4	24	-4.5
51	Cc1cc2cc(CCNC(=O)c3ccc(Br)o3)c(=O)[nH]c2cc1C
    5	-2	9	-16	-3	-5	-24	0	-0.1	-4	4.7
52	O=C(CSc1ncn(-c2ccccc2)n1)Nc1nc2ccccc2s1
    11	-6	6	-10	12	-34	-27	1	-0.2	-5	0.1

Molecules listed so far that contain an aryl methoxy group, in the order listed:
The line under a structure holds: TRPM1 prom inh	HIF-2a inh	KKLEB cytotox	CF NFkB block	Peg3 prom inh	Shn3 3UTR inh	NR2E3 ag-1	NR2E3 ag-2	aDG glyco up	TWEAK Fn14 block	hiPSC survival
11	COc1ccccc1CNC(=O)CCS(=O)(=O)Cc1ccc(C)cc1
    4	9	-2	6	1	-3	-7	-2	0.1	-13	-0.5
17	COc1ccc(CNC(=O)c2cc3cccc(OC)c3oc2=N)cc1
    0	9	-20	-21	11	-2	-9	-2	0.2	3	-0.4
19	CCOc1ccc(S(=O)(=O)N2CCN(C(=O)c3oc4ccc(OC)cc4c3C)CC2)cc1
    -17	5	-2	-2	17	8	4	.	0.2	-5	-0.1
21	COc1cccc(CNC(=O)c2cccc(S(=O)(=O)N3CCN(Cc4ccccc4)CC3)c2)c1
    1	18	24	-18	2	6	14	.	-0.1	3	-0.6
25	COc1cc(CCC(=O)OCC(=O)Nc2c(C)cccc2C(C)C)cc(OC)c1OC
    15	11	8	-2	0	5	-10	-1	-0.2	-17	7.9
39	COc1ccc(CNC(=O)CSc2nnc(C)c(=O)[nH]2)cc1
    -4	8	-3	1	-3	-6	5	1	0.0	-26	-0.5
43	COc1ccccc1CNC(=O)c1ccc(OC(C)C)cc1
    -16	-75	1	-20	-42	-17	-11	2	-0.1	-10	-2.8

Assay outcomes from PubChem.
